MrgX1 PAM = allosterically activates human MrgX1 receptor signaling; actives 0.63% (n = 310,000); B-score at 10 µM; Q96LB2; MrgX1-HEK293, Fluo-4 calcium flux, FDSS; stronger effect = higher value; AID 588675;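 active = plate-corrected calcium response at least 3 library SD above typical, normal starting fluorescence, not activating the receptor alone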;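 also: compound read alongside a low EC10 to EC30 dose of BAM8-22 agonist; peak minus trough fluorescence over baseline measured at the second addition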
SKKanGAS inh = inhibitors of SKKanGAS S. pyogenes growth in kanamycin (SK-promoter or general growth effect); BacTiter-Glo, 6 h; inhibition, % at 7.5 µM; actives 1.3% (n = 300,000); AID 1662;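 active = mean replicate score, as percent of positive control median, at least 50; inconclusive = mean below 50 but one replicate at or above 50; inactive = mean and every replicate below 50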;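 also: strain carries kanamycin resistance gene driven by streptokinase promoter and grows in 40 µg/ml kanamycin; loss of luminescence reflects streptokinase promoter inhibition or plain growth inhibition; 0% = median of DMSO wells and 100% = positive control at its reference dose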
MrgX1 agonist = activates human MrgX1 receptor signaling; MrgX1-HEK293 cells, Fluo-4 calcium fluorescence, agonist mode; stronger effect = higher value; AID 588627; actives 0.44% (n = 310,000); Q96LB2; B-score at 10 µM;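 active = calcium response B-score plate-corrected fluorescence ratio at least 3 library SD, with starting fluorescence B-score inside 5 SD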
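Material: MrgX1-expressing HEK293 cells; input: 15,000 cells per well; doses: test compound given as first of three sequential additions; schedule: overnight plating before 1 h dye loading; technique: Fluo-4 NW calcium-flux fluorescence, kinetic read; evaluation: baseline-normalised fluorescence change ratio, B-scored; control set: plate-wise positive and negative controls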
RGS4 pot = potentiators or activators of RGS4 | HEK293 M3R/inducible RGS4, carbachol calcium flux Fluo4; stronger effect = lower value | B-score at 10 µM | actives 0.92% (n = 310,000) | AID 463111;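 active = B-score of the integrated calcium signal more than 4 SD below the library mean, with starting fluorescence not abnormally high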;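 also: negative B-score means reduced calcium response which marks RGS4 activation or potentiation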
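System: HEK293 FlpIn-TREx cells, stable M3R, doxycycline-inducible RGS4. Timing: overnight RGS4 induction, 30 min dye load 37 °C, 20 min compound RT. Also added: carbachol, ECmax concentration. Measured by: Fluo4 fluorescence kinetic imaging of calcium. Evaluation: integrated calcium ratio converted to B score.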
MrgX1 antag = human MrgX1 receptor antagonism, primary screen; Q96LB2; MRGX1-HEK293 calcium flux, Fluo-4, BAM8-22 antagonism; stronger effect = lower value; B-score at 10 µM; actives 1.3% (n = 310,000);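 active = calcium-response B-score plate-corrected more than 3 library SD below zero, starting fluorescence within 5 deviations, no agonist response on first addition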;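 also: peak minus trough fluorescence over baseline after final BAM8-22 challenge near maximal dose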
TMEM16A inh = inhibitors of mouse TMEM16A calcium-activated chloride channel; Q8BHY3; HEK293 TMEM16A/YFP iodide influx fluorescence, ionomycin; normalized B-score (activity score, 25-100; higher = stronger inhibition) at 10 µM; actives 1.2% (n = 310,000);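 active = ratio plate-corrected score three or more library SD toward inhibition, starting fluorescence score within five deviations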;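 also: score derived from kinetic fluorescence span divided by baseline fluorescence per well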
TMEM16A act = activators or potentiators of mouse TMEM16A chloride channel; Q8BHY3; HEK293 TMEM16A/YFP-H148Q/I152L, iodide quench fluorescence; stronger effect = lower value; B-score at 10 µM; actives 0.3% (n = 340,000); AID 623877;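 active = fluorescence-ratio B-score plate-corrected deviation score at least 3 library SD below zero, with starting fluorescence score within 5 deviations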;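 also: channel opened by trigger with iodide after compound preincubation; score built on the fluorescence ratio of max minus min over baseline; more negative score means more quench and so TMEM16A activation or potentiation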
TRPC6 inhibitor = inhibitors of mouse TRPC6 channel; B-score at 10 µM; actives 1.1% (n = 310,000); HEK293-TRPC6, membrane potential dye, ACh-evoked depolarization; stronger effect = lower value; AID 2553;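 active = B-score under library mean minus 3 SD, initial fluorescence not abnormally high, positive integrated signal ratio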;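 also: B-score derived from integrated fluorescence ratio over the kinetic read; more negative B-score means stronger inhibition of depolarization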
Target sequence (Q61143 whole entry, looked up): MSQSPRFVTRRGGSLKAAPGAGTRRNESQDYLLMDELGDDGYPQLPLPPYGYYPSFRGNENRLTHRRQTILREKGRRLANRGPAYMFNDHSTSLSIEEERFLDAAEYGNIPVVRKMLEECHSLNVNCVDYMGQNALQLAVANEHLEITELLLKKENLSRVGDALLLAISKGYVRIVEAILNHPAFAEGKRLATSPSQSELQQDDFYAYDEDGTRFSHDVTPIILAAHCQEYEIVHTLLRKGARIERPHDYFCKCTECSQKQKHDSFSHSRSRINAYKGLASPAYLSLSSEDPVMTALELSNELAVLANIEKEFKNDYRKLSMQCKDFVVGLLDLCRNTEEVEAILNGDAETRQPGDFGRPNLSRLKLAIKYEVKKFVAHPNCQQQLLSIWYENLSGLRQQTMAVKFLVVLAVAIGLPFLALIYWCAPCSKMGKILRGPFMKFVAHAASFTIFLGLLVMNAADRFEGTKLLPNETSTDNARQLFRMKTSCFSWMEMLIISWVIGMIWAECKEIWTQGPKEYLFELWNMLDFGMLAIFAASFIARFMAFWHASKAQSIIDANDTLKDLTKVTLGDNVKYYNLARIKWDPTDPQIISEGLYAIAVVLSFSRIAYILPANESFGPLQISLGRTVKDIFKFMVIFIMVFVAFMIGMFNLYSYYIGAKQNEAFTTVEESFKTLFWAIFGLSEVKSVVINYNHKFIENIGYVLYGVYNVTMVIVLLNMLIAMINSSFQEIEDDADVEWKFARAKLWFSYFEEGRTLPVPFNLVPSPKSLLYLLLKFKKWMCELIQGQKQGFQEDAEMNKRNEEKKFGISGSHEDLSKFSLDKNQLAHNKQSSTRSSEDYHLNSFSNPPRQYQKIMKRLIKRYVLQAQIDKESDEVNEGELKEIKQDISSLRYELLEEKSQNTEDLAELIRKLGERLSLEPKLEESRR
HDAC3 inhib = blocks human histone deacetylase 3 | actives 0.15% (n = 320,000) | recombinant HDAC3, fluorogenic peptide/trypsin coupled, fluorescence | O15379 | inhibition, % at 8.3 µM | AID 2718; in the data active = inhibition above about 26%, passing the limit was not always enough; inconclusive = no clear call, values can overlap the other calls
TRPC6 act = mouse TRPC6 channel activation; Q61143; HEK293-TRPC6 membrane potential dye fluorescence; stronger effect = higher value; B-score at 10 µM; actives 0.13% (n = 310,000);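 active = B-score of the integrated fluorescence ratio above library mean plus 3 SD, and starting fluorescence ratio within library mean plus 5 SD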;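 also: higher score means more depolarization so channel activation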
RGS4 block = human RGS4 inhibition; AID 463165; HEK293 M3R/RGS4 inducible, Fluo-4 calcium flux; stronger effect = higher value; triggered by carbachol at its EC20; B-score at 10 µM; actives 0.45% (n = 310,000);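 active = B-score, a plate-corrected calcium signal, over three deviations above library mean, with baseline fluorescence within five deviations of library mean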;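 also: RGS4 expression induced by doxycycline in cells with stable M3 receptor; B-score is computed from the integrated fluorescence ratio over baseline after carbachol; higher B-score means a larger calcium signal and so more RGS4 inhibition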
Starred values were filed as active, the others as inactive; i = inactive; ? = inconclusive; nt = not tested or not shown.

SMILES	MrgX1 PAM	SKKanGAS inh	MrgX1 agonist	RGS4 pot	MrgX1 antag	TMEM16A inh	TMEM16A act	TRPC6 inhibitor	HDAC3 inhib	TRPC6 act	RGS4 block
O=C(COC(=O)COc1ccc(Cl)cc1)NC1CCCCC1	i	-2	i	i	i	i	i	i	4	i	i
CCOC(=O)N1CCN(C(=O)c2cn(C)c(=O)c3c2c2ccccc2n3C)CC1	i	4	i	i	i	i	i	i	1	i	i
CCN(CC(=O)Nc1ccccc1C(F)(F)F)C(=O)CCOc1ccc(C)cc1	i	5	i	i	i	i	i	i	nt	i	i
c1cnc(SCCOc2cccc3ccccc23)nc1	i	8	i	i	i	i	i	i	3	i	i
CCC(=O)NC1=C(C#N)C2(CCCC2)Cc2ccccc21	i	-2	i	i	i	i	nt	i	9	i	i
CCOC(=O)C1(CCOc2ccccc2)CCN(Cc2ccc(OC)c(COC)c2)CC1	i	-3	i	i	-4.7*	i	i	i	-4	i	i
Cc1cccc(NC(=O)CSc2nc3ccccc3c3nc(CCc4c(C)n[nH]c4C)nn23)c1	i	22	i	i	i	i	i	i	-3	i	i
Cc1ccc(Oc2ccc(-c3nc(N)nc(N)n3)cc2)cc1	i	nt	i	nt	i	i	i	nt	-1	nt	nt
Cc1ccc(CN2CCC(C(=O)Nc3ccc(Oc4cccnc4)cc3)CC2)cc1	nt	7	nt	i	nt	nt	i	i	nt	i	i
Cc1cc(C)cc(N2CCCC2=O)c1	i	-8	i	i	i	i	i	i	-4	i	i
CS(=O)(=O)N1CCc2cc(NC(=O)c3ccc(Cl)cc3Cl)ccc21	i	-11	i	i	i	i	i	i	0	i	i
NC1=C(c2ccc([N+](=O)[O-])cc2)C(=O)CO1	i	1	i	i	i	i	i	i	?	i	i
Fc1ccccc1/C=C1\CCCC2=C1Nc1ncnn1C2c1ccccc1F (stereo not drawn)	7.5*	nt	i	nt	i	i	nt	nt	-8	nt	nt
CCCN(CCC)C1=CC(=[N+]2CCCC2)CC(C)(C)C1	i	-4	i	i	i	i	i	i	5	i	i
O=C(Nc1nc(-c2cccs2)cs1)c1ccc(S(=O)(=O)N2CCCCC2)cc1	i	23	i	i	i	i	i	i	-4	i	i
COC(=O)c1ccc(SCC(=O)NC2CCCC2)c([N+](=O)[O-])c1	i	-3	i	i	i	i	i	i	2	i	i
CC1(C)CC(=O)C(CS(=O)(=O)c2ccccc2)=C(Cl)C1	i	1	i	i	i	i	i	i	-5	i	i
CNc1nnc(-c2ccc(C)cc2)c2ccccc12	i	-14	i	i	i	i	i	i	0	i	i
CCN(CC(=O)NC(C)(C)C)C(=O)C(c1ccccc1)c1ccccc1	i	-2	i	i	i	i	i	i	4	i	i
Cc1ccc(/C=C2\S/C(=N/S(=O)(=O)c3cccs3)NC2=O)cc1	14*	1	i	i	i	25*	i	i	11	i	i
CCOC(=O)C1CCCN(C(=O)C(=O)Nc2ccc3nc4n(c(=O)c3c2)CCCCC4)C1 (stereo not drawn)	i	-7	i	i	i	i	i	i	4	i	i
CCC(C)c1ccccc1NC(=O)C(C)OC(=O)c1ccco1 (stereo not drawn)	i	-4	i	i	i	i	i	i	-1	i	i
CCC(c1nc2ccccc2c(=O)n1CCCn1ccnc1)N1C(=O)c2ccccc2C1=O (stereo not drawn)	i	-13	i	i	i	i	i	i	-8	i	i
Cc1ccc(C(=O)Nc2ccc3c(c2)OCO3)cc1S(=O)(=O)N1CCCC1	i	0	i	i	i	i	i	i	0	i	i
Cc1ccc(NC(=O)C(=Cc2ccc(C(=O)O)cc2)C(=O)Nc2ccc(C)cc2C)c(C)c1	i	9	i	i	i	i	i	i	nt	i	11*
Fc1cccc(/C=N/NC(=S)Nc2ccccc2Cl)c1	i	-2	i	i	i	i	i	i	0	i	i
O=C(COc1coc(CN2CCN(c3ccccc3)CC2)cc1=O)Nc1ccccc1F	i	11	i	i	i	i	i	i	nt	i	i
COC(=O)c1ccc(NC(=O)Nc2cccc(F)c2)cc1	i	2	i	i	i	i	i	i	1	i	i
Cc1ccc(NC(=O)CN(C)C(=O)Cc2c(Cl)cccc2Cl)cc1	i	0	i	i	i	i	i	i	2	i	i
COc1ccc2oc(C(F)(F)C(F)(F)F)cc(=O)c2c1	i	2	i	i	i	i	i	i	-1	i	i
Nc1c(C(=O)c2ccc(Br)s2)oc2ccccc12	i	7	i	i	i	i	i	i	3	i	i
CC1(C)CC(=O)c2cnc(NC(=O)Cc3ccc(Cl)cc3)nc2C1	i	-2	i	i	i	i	i	i	2	i	i
Cc1ccc(OCC(=O)N(Cc2cccs2)C2CCS(=O)(=O)C2)cc1C (stereo not drawn)	i	0	i	i	i	i	i	i	1	i	i
CC(=O)c1ccc(NC(=S)NC(C)CCc2ccccc2)cc1 (stereo not drawn)	i	-10	i	i	i	25*	i	i	14	i	i
O=C(NCC1CCCO1)C1CCCN1C(=O)Nc1ccc(Cl)cc1 (stereo not drawn)	i	-1	i	i	i	i	i	i	0	i	i
CCOC(=O)CC1(c2ccc(OC)c(OC)c2)C(=O)c2ccccc2C1=O	i	0	i	i	i	i	i	i	0	i	i
Cc1cc(Cl)ccc1OCC(=O)N/N=C1\CCCc2ccccc21	i	-5	i	i	i	i	i	i	-5	i	i
Cc1cc(Br)ccc1OCCCCNCCO	i	5	i	i	i	i	i	i	-10	i	i
O=C(O)C1C2CCC(O2)C1C(=O)Nc1ccc(F)cc1 (stereo not drawn)	i	36	i	i	i	i	i	i	0	i	i
c1ccc(CN(Cc2ccccc2)c2nn[nH]n2)cc1	i	-3	i	i	i	i	i	i	-5	i	i
Cc1ccc2c(c1)N(CCCC(=O)NCC1COc3ccccc3O1)C(=O)CO2 (stereo not drawn)	i	-3	i	i	i	i	i	i	15	i	i
COc1ccc(CCNC(=O)C(=O)c2c(C)[nH]c3ccccc23)cc1	i	-16	i	i	i	i	i	i	2	i	i
COc1ccc(-c2cc(-c3ccc(OC)c(OC)c3)n[nH]2)c(O)c1	i	-8	i	i	i	i	i	i	0	i	i
COc1ccc(C)cc1N(CC(=O)NC1CCCC1)C(=O)CCC(=O)Nc1cc(C)on1	i	-2	i	i	i	i	i	i	5	i	i
CN(CC(=O)Nc1cccc(F)c1)C(=O)C1CSC2(C)CCC(=O)N12 (stereo not drawn)	i	9	i	i	i	i	i	i	-4	i	i
O=C(Nc1ccc2[nH]c(=O)[nH]c2c1)c1ccc(Br)o1	i	4	i	i	i	i	i	i	3	i	i
O=C(c1ccco1)N1CCN(Cc2cccc3ccccc23)CC1	i	0	i	i	i	i	i	i	0	i	i
Cc1cccc(OCCNC(=O)c2ncn[nH]2)c1	i	-8	i	i	i	i	i	i	-1	i	i
COc1ccc(-n2cc(-c3ccc(C)cc3)[n+]3c2SCC3)cc1	i	-14	i	i	i	i	i	i	-2	i	i
COc1ccc(N(CC(=O)Nc2cc(OC)cc(OC)c2)S(=O)(=O)c2c(C)n[nH]c2C)cc1	i	0	i	i	i	i	i	i	0	i	i
O=C(NC(Cc1c[nH]c2ccccc12)c1nnc2n1CCCCC2)c1ccccc1 (stereo not drawn)	i	-1	i	i	i	i	i	i	-3	i	i
Cc1ccc2cc(CN(CCCN3CCOCC3)C(c3nnnn3Cc3ccco3)C(C)C)c(=O)[nH]c2c1C (stereo not drawn)	i	2	i	i	i	i	i	i	5	i	i
Cc1ccc(-c2nc(CN(Cc3cnn(C)c3)C(C)C)c(C)o2)o1	i	5	i	i	i	i	i	i	-3	i	i
CCCNC(=O)Nc1cc(S(=O)(=O)CC)ccc1O	i	3	i	i	i	i	i	i	-4	i	i
Nc1ccc(Oc2ncccn2)c(Cl)c1	i	-2	i	i	i	i	i	i	-11	i	i
Nc1nc(SCc2nc(-c3ccccc3)no2)[nH]c(=O)c1-c1ccccc1	i	5	i	i	i	i	i	i	6	i	i
CN(C)c1ccc(CN2CCCC(O)C2)cc1 (stereo not drawn)	i	11	i	i	i	i	i	i	-4	i	i
CC(=O)OC(C)(C)C1Cc2cc3ccc(=O)oc3cc2O1 (stereo not drawn)	i	-5	i	i	i	i	i	i	-39	i	i
CCCCCCc1ccc(N2C[C@H](CCCCC)[C@@H](CC(=O)NCc3ccccc3)C2=O)cc1	i	32	i	i	i	i	i	i	3	22*	i
COc1ccc(/C=N/N2CCN(c3ccncc3S(=O)(=O)N3CCCCC3)CC2)cc1	i	2	i	i	i	i	i	i	-2	i	i

Additional results
SMILES	MrgX1 PAM	SKKanGAS inh	MrgX1 agonist	RGS4 pot	MrgX1 antag	TMEM16A inh	TMEM16A act	TRPC6 inhibitor	HDAC3 inhib	TRPC6 act	RGS4 block
C(=N\NC1=Nc2cccc3cccc1c23)/c1ccccn1	nt	-2	nt	i	nt	nt	i	i	nt	i	i
O=C(NC1CCCC1)C(c1ccccc1)N(C(=O)c1ccco1)C1CCCC1 (stereo not drawn)	i	-1	i	i	i	i	i	i	5	i	i
COCc1cc(=O)[nH]c(SCCS(=O)(=O)c2ccc(C)cc2)n1	i	-12	i	i	i	i	i	i	3	i	i
Cc1ccccc1C(=O)NCCNC(=O)c1cnccn1	i	-4	i	i	i	i	i	i	1	i	i
O=C(CN1C(=O)NC2(CCCCCC2)C1=O)c1ccccc1	i	0	i	i	i	i	i	i	-1	i	i
Nc1cccc2c(=O)c3ccccc3[nH]c12	i	15	i	i	i	i	i	i	-1	i	i
CCCc1cc(=O)oc2cc(O[C@@H]3O[C@H](CO)[C@@H](O)[C@H](O)[C@H]3O)ccc12	i	-3	i	i	i	i	i	i	1	i	i
Cc1ccc2c(c1)N(CC(=O)N1CCCC(C)C1)C(=O)CO2 (stereo not drawn)	i	-1	i	i	i	i	i	i	3	i	i
COc1cc(C(=O)N2CCN(c3ccccc3)CC2)c([N+](=O)[O-])cc1OC	i	3	i	i	i	i	i	i	-6	i	i
CCC(Sc1nc2ccccc2c(=O)n1CCN1CCOCC1)C(=O)NCc1cccnc1 (stereo not drawn)	6.6*	2	i	i	i	i	i	i	-1	i	i

Assay outcomes as filed in PubChem.
